High-throughput results as filed in PubChem.
IEC-6 cytotox: kills IEC-6 intestinal cells in KLF5 counter-screen | IEC-6 cytotoxicity, luminescence viability | AID 1825 | inhibition, % at 5 µM | 0.78% of 290,000 active; in the data active = inhibition above about 22%;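 note: 0% = plate median of test compound wells and 100% = cytotoxic reference compound wells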
Platelet DG rel: modulates dense granule release in human platelets; human platelet-rich plasma, SFLLRN dense granule ATP release, luminescence; inhibition, %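 (compounds screened at 7.5 µM in platelet-rich plasma)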; 0.22% of 300,000 active; AID 1663;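 active = mean replicate score, as percent of positive control, at or above 50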
SKKanGAS inh: blocks kanamycin growth of S. pyogenes SKKanGAS strain; BacTiter-Glo, 6 h; inhibition, % at 7.5 µM; 1.3% of 300,000 active; AID 1662;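 active = mean replicate score, as percent of positive control median, at least 50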;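 note: strain carries kanamycin resistance gene driven by streptokinase promoter and grows in 40 µg/ml kanamycin; loss of luminescence reflects streptokinase promoter inhibition or plain growth inhibition; 0% = median of DMSO wells and 100% = positive control at its reference dose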
aSyn UTR inh: MLPCN primary screen, SNCA 5' untranslated region. alpha-synuclein 5'UTR reporter, inhibitor activity. inhibition, % (tested at 7.5 µM). 0.82% of 300,000 active; in the data active = inhibition above about 60%;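 note: H4 neuroglioblastoma cells stably carrying SNCA 5'UTR luciferase fusion; 0% = DMSO wells and 100% = positive control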
HSF1 activator: increases HSF-1 driven luciferase reporter signal. NIH3T3-HGL HSF-1 luciferase reporter, MG132, 8 h; 100% = twice DMSO control signal. activation, % at 9 µM. 1.7% of 300,000 active;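 active = mean replicate activation of at least 50% with a set share of replicates each reaching 50%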;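 note: 0% = median of the neutral control wells and 100% = twice that signal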
KLF5 inhibitor: suppresses KLF5 promoter-driven expression; DLD-1 KLF5 promoter-luciferase reporter, luminescence; inhibition, % at 5 µM; 0.23% of 290,000 active;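 active = inhibition above a per-plate limit of that plate's mean compound inhibition plus 3 SD, cut at about 60% in these data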;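 note: 0% = DMSO wells and 100% = LY294002 at 200 µM; higher means less KLF5 promoter-driven luciferase light; inactives centre near -14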
HSF1 inhib: HSF1 inhibition; NIH3T3-HGL HSE-luciferase, MG132-induced, luminescence 8 h; active compounds read low; activity change, negative = inhibition, % at 7.5 µM (by protocol); 0.77% of 300,000 active; AID 2098;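 active = more than half of replicate wells show activity change below -50%, luminescence cut by over half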;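 note: luciferase reports HSF-1 transcriptional activity via heat shock element; 0% = median of DMSO wells and -100% = zero luminescence signal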
AI-2 QS mod: Vibrio harveyi AI-2 quorum sensing modulation. 0.4% of 300,000 active. activity change, % at 7.5 µM. Vibrio harveyi JMH597 AI-2 luminescence/OD600 ratio, 9 h; active compounds read low; strain lacks LuxN and CqsS sensors; 0 = neutral-control median; in the data active = activity change below about -75%, passing the limit was not always enough;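 note: luminescence divided by OD600 gain over 9 h not by final OD600 alone; inactives centre near 13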
HIF act: HIF pathway transcriptional activation | U2OS HRE-luciferase reporter, luminescence; normalized: DMSO 0%, desferrioxamine 100% | activation, % at 7.5 µM (by protocol) | 0.32% of 300,000 active | AID 1910;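 active = mean activation of at least 10% of the iron chelator positive control signal, with at least half of replicates also reaching 10%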
HSP90 inh: inhibitors of HSP90 luciferase refolding in rabbit reticulocyte lysate. luciferase refolding luminescence, 3 h. inhibition, % at 5.6 µM. 0.91% of 290,000 active. AID 1789;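 active = inhibition above the screen-wide mean plus 3 SD, computed separately per campaign, cut at about 16% in these data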;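 note: 0% = DMSO wells and 100% = 60 µM geldanamycin wells; inhibitors lower the luminescence because luciferase stays unfolded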
Active calls of the source: *; . = not tested or not shown.

cpd	SMILES	IEC-6 cytotox	Platelet DG rel	SKKanGAS inh	aSyn UTR inh	HSF1 activator	KLF5 inhibitor	HSF1 inhib	AI-2 QS mod	HIF act	HSP90 inh
1	CCOC(=O)c1ccc(N=Nc2c(C)[nH]n(-c3ccccc3)c2=O)cc1	2	2	-5	10	2	-35	-10	6	-0.9	2
2	COc1ccc(S(=O)(=O)N2CN3CCN(C3)C2)cc1	-1	3	-7	1	-3	-6	-9	8	-1.1	0
3	Cn1nnc2c(NCc3ccco3)nccc21	3	-3	-3	14	14	-30	-7	16	0.2	-1
4	Cc1cc(-c2n[nH]c(=S)n2/N=C/C=C/c2ccccc2)n[nH]1	4	1	4	12	57*	-2	14	27	-0.3	-4
5	Cc1cc(-n2nnc3ccccc32)nc2ccccc12	1	5	1	-46	17	-23	4	18	0.5	1
6	COc1cc2cc(CN(Cc3cccnc3)C(=O)Nc3ccccc3F)c(=O)[nH]c2cc1OC	3	4	6	-5	-2	-14	-4	18	0.0	4
7	CC(=O)Nc1ccc(N2N=C(C)C(N=Nc3ccccc3)C2=O)cc1 (stereo unspecified)	-4	-5	14	-98	25	0	14	4	-0.4	0
8	CCCCOC(=O)c1ccc(NC(=O)COC(=O)CSc2nc(C)cc(C)n2)cc1	14	-25	-4	5	2	-59	9	31	-0.7	2
9	O=C(Nc1ccc(NC(=O)c2ccc(Cl)c(S(=O)(=O)N3CCOCC3)c2)cc1)c1ccccc1	16	-1	8	-15	-1	-25	2	26	0.9	-3
10	COc1cc(-c2nn3c(-c4cccc(C)c4)nnc3s2)cc(OC)c1OC	2	4	7	32	-13	10	-9	17	-0.4	-1
11	CC(OC(=O)Cn1cnc2c1c(=O)n(C)c(=O)n2C)C(=O)NC1CCCCC1C (stereo unspecified)	.	-3	2	0	-4	.	-4	19	-0.3	.
12	Cc1ccc(Nc2nc3nonc3[nH]c2=O)cc1	2	2	5	-45	9	-79	7	-4	0.6	-3
13	O=C(CNC(=O)c1ccccc1)N=Nc1c(O)[nH]c2ccc(Br)cc12	-2	-1	12	8	15	-70	-2	3	-0.4	3
14	CCOC(=O)/C=C/c1ccc2c(c1)S(=O)(=O)N(c1cccc(OC)c1)[C@H]2CC(=O)OCC	.	7	-2	8	-11	.	1	4	1.8	.
15	CCCCc1c(O)nc2sccn2c1=O	-3	1	-2	-2	2	-13	-9	22	0.1	-2
16	O=C(OCn1nnc2ccccc2c1=O)c1ccc(N2CCOCC2)c([N+](=O)[O-])c1	-3	-2	10	-8	6	6	0	25	-0.4	-2
17	C=CCNC(=S)Nc1ccc2nsnc2c1	-2	14	-2	-2	10	-39	6	-1	0.4	-1
18	CCOC(=O)c1c(NC(=O)CC)sc(C(C)=O)c1C	-1	1	-11	27	12	-24	2	30	-0.3	-3
19	CCCCC(CC(O)COCC(C)C)C(=O)NNC(=S)Nc1ccccc1 (stereo unspecified)	4	0	5	-49	10	-18	0	7	1.1	-4
20	COc1ccc([C@@H](C)NC(=O)c2ccc3oc(C(C)C)nc3c2)cc1	-3	-10	-2	-70	16	-67	17	23	1.9	1
21	C/C(N)=C(/C#N)C(=O)CSc1nnc(COc2cc(C)ccc2C)o1	2	3	10	-6	32	-34	12	20	-0.4	-8
22	CCCCCCCC(=O)NNC(=O)Cc1ccccc1	-3	0	-7	-11	-6	1	-8	31	-0.5	-3
23	Cc1cc(=O)oc2cc3oc(=O)cc(C)c3cc12	-8	-2	2	-6	-31	-34	-8	12	-1.0	-5
24	CC(C)(O)c1[nH]c2ccc(C#N)cc2c1C(C)(C)O	-10	-10	5	-29	-1	-7	-3	21	-1.3	1
25	Cc1ccc(-n2ncc3c(=O)[nH]c(SCC(=O)N4CCCc5ccccc54)nc32)cc1	4	1	30	-3	1	-12	-2	25	-1.6	-3
26	Cc1ccc(-n2nc3c(=O)n(CCCC(=O)N4CCCCC4)nc(C)c3c2C)cc1	1	-4	3	39	-19	-16	0	34	-0.1	-2
27	Cc1ccccc1C(=O)N/N=C/c1ccc(OCC(=O)N2CCCCC2)cc1	1	-2	1	-2	-1	-54	7	20	0.2	-2
28	CCn1nnnc1NCc1cccc(Cl)c1	-3	2	4	4	7	-17	4	10	-0.7	-4
29	CC(=O)Nc1nonc1NC(=O)COc1ccccc1	2	2	-4	11	-2	-7	0	13	0.3	1
30	CC1(C)C2CCC1(CS(=O)(=O)N1CCN(c3ccc(F)cc3)CC1)C(=O)C2 (stereo unspecified)	1	1	-16	10	-1	1	10	34	-0.1	-2

9 of these compounds, set out differently:
The line under a structure holds: IEC-6 cytotox, Platelet DG rel, SKKanGAS inh, aSyn UTR inh, HSF1 activator, KLF5 inhibitor, HSF1 inhib, AI-2 QS mod, HIF act, HSP90 inh
16	O=C(OCn1nnc2ccccc2c1=O)c1ccc(N2CCOCC2)c([N+](=O)[O-])c1
    -3, -2, 10, -8, 6, 6, 0, 25, -0.4, -2
17	C=CCNC(=S)Nc1ccc2nsnc2c1
    -2, 14, -2, -2, 10, -39, 6, -1, 0.4, -1
18	CCOC(=O)c1c(NC(=O)CC)sc(C(C)=O)c1C
    -1, 1, -11, 27, 12, -24, 2, 30, -0.3, -3
19	CCCCC(CC(O)COCC(C)C)C(=O)NNC(=S)Nc1ccccc1 (stereo unspecified)
    4, 0, 5, -49, 10, -18, 0, 7, 1.1, -4
20	COc1ccc([C@@H](C)NC(=O)c2ccc3oc(C(C)C)nc3c2)cc1
    -3, -10, -2, -70, 16, -67, 17, 23, 1.9, 1
21	C/C(N)=C(/C#N)C(=O)CSc1nnc(COc2cc(C)ccc2C)o1
    2, 3, 10, -6, 32, -34, 12, 20, -0.4, -8
22	CCCCCCCC(=O)NNC(=O)Cc1ccccc1
    -3, 0, -7, -11, -6, 1, -8, 31, -0.5, -3
23	Cc1cc(=O)oc2cc3oc(=O)cc(C)c3cc12
    -8, -2, 2, -6, -31, -34, -8, 12, -1.0, -5
24	CC(C)(O)c1[nH]c2ccc(C#N)cc2c1C(C)(C)O
    -10, -10, 5, -29, -1, -7, -3, 21, -1.3, 1

Going on with the list.
cpd	SMILES	IEC-6 cytotox	Platelet DG rel	SKKanGAS inh	aSyn UTR inh	HSF1 activator	KLF5 inhibitor	HSF1 inhib	AI-2 QS mod	HIF act	HSP90 inh
31	CCN(CC)CCOC(=O)c1ccc(NC(=O)CCCN2C(=O)S/C(=C/c3ccc(OC)cc3)C2=S)cc1	-2	-8	23	97*	-47	46	-46	-4	-1.6	34*
32	CCOc1ccccc1NC(=O)CN1CCC(NC(=O)c2ccccc2C)CC1	0	6	7	24	-15	-18	-6	13	0.1	0
33	C=CCc1ccc(OCC(O)CN2CCc3ccccc3C2)c(OC)c1 (stereo unspecified)	-3	8	2	20	1	-2	3	13	-1.0	3
34	O=C(COC(=O)c1cccc([N+](=O)[O-])c1)NCc1ccc2c(c1)OCO2	3	0	-10	5	-13	-31	-1	10	-0.4	-4
35	COc1cccc(NC(=O)N2CCCC2C(=O)NCc2ccccc2)c1 (stereo unspecified)	-5	0	-1	-33	-13	-21	-4	17	0.8	2
36	O=C(NCCSc1ccccc1)c1ccc(CN2CCOCC2)cc1	-1	-17	-9	-126	45	-189	21	20	2.9	-1
37	S=C(Nc1ccc(Br)cc1Cl)NN1CCOCC1	-4	0	4	-15	3	-2	1	3	0.1	3
38	CC(=O)N1N=C(c2ccccc2OC(=O)/C=C/c2ccccc2)CC1c1ccccc1 (stereo unspecified)	-2	-12	5	-9	-3	-30	11	14	0.0	7
39	COc1ccc(CCC(C)Nc2ccccc2F)cc1 (stereo unspecified)	1	-12	5	4	27	-2	7	5	-0.1	2
40	Cc1ccc(S(=O)(=O)NCC(=O)N(CC(=O)NCC2CCCO2)Cc2ccco2)cc1 (stereo unspecified)	8	4	-7	8	-10	0	2	40	-0.1	2
41	Cc1ccc(/C=N/n2c(C)nc3ccccc3c2=O)o1	-7	11	9	0	22	10	1	24	0.1	0
42	CCn1nnc(-c2ccccc2NC(=O)c2cnccn2)n1	-3	-7	4	22	-11	-11	-8	14	-0.2	1
43	CCOc1ccc(OCCOCCN2CCCC2)cc1	-3	-2	1	-19	-6	-47	-5	16	0.5	-1
44	Cc1cc(NC(=O)CSc2nc3ccccc3n2CC(=O)N2CC(C)CC(C)C2)no1 (stereo unspecified)	3	3	-3	17	-20	14	3	13	-0.4	3
45	CCCN(C(=O)c1cc2c(s1)CCC2)c1c(N)n(Cc2ccccc2)c(=O)[nH]c1=O	0	11	-2	-1	-16	11	2	13	0.0	0
46	COc1ccc(Cc2nnc(N/N=C/c3ccc(Br)cc3)[nH]c2=O)cc1OC	-1	-2	-1	12	19	-19	9	-4	-0.2	0
47	Cc1sc2ncnc(Sc3nnc4sc5ccccc5n34)c2c1C	2	-6	4	-14	5	-12	0	19	-1.0	0
48	CC(C)c1nc(SCC(=O)N2CCCC2)c2ccccc2n1	18	14	-2	5	-13	-8	3	13	-0.6	2
49	C/C(=N\NC(=O)c1c(-c2ccccc2Cl)noc1C)c1cccc(NC(=O)C(C)C)c1	1	1	-6	22	0	16	5	19	1.6	0
50	Cc1ccc(-n2c(SCC(=O)Nc3ncc(Cl)cc3Cl)nc3ccccc32)cc1	61*	26	23	40	27	24	11	25	-1.7	19*
51	CC(C)=N/N=c1\scc(C)n1Cc1ccco1	2	-7	-7	-13	1	-12	6	16	-0.2	-2
52	CC1(C)CC(=O)C2=C(C1)OC(/N=C/N1CCCC1)=C(C#N)C2c1ccccc1 (stereo unspecified)	8	-3	10	13	21	-26	-5	35	-0.2	-9
